TWEAK Fn14 block: blocks TWEAK-Fn14 interaction in a reporter cell assay. TWEAK-stimulated Fn14 reporter cells, luciferase luminescence, 8 h. 360,000 tested, 2% active. inhibition, % at 10 µM; in the data active = inhibition above about 50%
COUP-TFII inh: NR2F2 (human) inhibition, primary screen. P24468. HEK293T NGFI-A luciferase reporter, luminescence. inhibition, % at 8.6 µM. 370,000 tested, 0.7% active;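 active = inhibition above a per-plate cutoff, mean inhibition of test wells between control levels plus 3 SD, cut at about 38% in these data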;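 also: cells cotransfected with COUP-TFII expression vector driving the NGFI-A reporter; 0% = median of COUP-TF2 test wells and 100% = reporter-only cells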
LRH-1 inv ag: suppresses constitutive activity of human LRH-1; HEK293T StAR-luciferase reporter, LRH-1 transfected, 24 h; inhibition, % at 3.6 µM; 360,000 tested, 0.13% active; AID 602396;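 active = inhibition above the mean inhibition of all tested compounds plus 3 SD, cut at about 73% in these data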;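 also: 0% = DMSO wells and 100% = reporter-only cells lacking LRH-1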
Granule exo inh: lytic granule exocytosis inhibition. 360,000 tested, 0.66% active. inhibition, % at 10 µM. TALL-104 LAMP-1 surface exposure, flow cytometry; cells stimulated with thapsigargin and PMA;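 active = inhibition above about 55%, limit read from the data; inconclusive = no clear call, values can overlap the other calls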
NOD2-RIPK2 inh: NOD2-RIPK2 protein interaction inhibition | O43353 | CHO BLA complementation NOD2-RIPK2, CCF4 ratio | inhibition, % at 4.98 µM | 360,000 tested, 0.38% active | AID 624267; in the data active = inhibition above about 21%;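 also: 0% = vehicle only and 100% = reference blocker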
NCOA1 inh: inhibitors of human steroid receptor coactivator 1 (SRC1). HEK293 GAL4-SRC1 luciferase reporter, luminescence. Q15788. 360,000 tested, 0.12% active. AID 588354. inhibition, % at 3.6 µM;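 active = inhibition above the campaign mean plus 3 SD, with each screening campaign given its own cutoff, cut at about 60% in these data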;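 also: 0% = DMSO treated cells and 100% = gossypol at 36 µM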
TLR9-MyD88 block: TLR9-MyD88 interaction inhibition; Q9NR96+Q99836; CHO BLA complementation TLR9-MyD88, CCF4 FRET ratio; inhibition, % at 4.98 µM; 340,000 tested, 0.21% active;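 active = inhibition above the mean over all tested compounds plus 3 SD, cut at about 21% in these data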;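 also: 0% = DMSO only wells and 100% = clavulanate BLA inhibitor control wells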
NCOA3 inh: inhibitors of human steroid receptor coactivator 3 (SRC3); inhibition, % at 3.6 µM; HEK293 GAL4-SRC3 luciferase reporter, luminescence; Q9Y6Q9; 360,000 tested, 0.17% active;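 active = inhibition above a per-campaign cutoff, the mean of all compounds plus 3 SD, cut at about 60% in these data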;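 also: 0% = DMSO-treated cells and 100% = gossypol-treated cells at 36 µM; higher means less SRC3-driven luciferase light from the GAL4 reporter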
NCOA2 inhibitor: inhibits human steroid receptor coactivator 2 | Q15596 | HEK293 GAL4-SRC2 luciferase reporter, luminescence | inhibition, % at 9 µM | 370,000 tested, 0.17% active;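 active = inhibition above the mean inhibition of all tested compounds plus 3 SD, set per campaign, cut at about 52% in these data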;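 also: 0% = DMSO treated cells and 100% = cells given Gossypol at 36 µM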
ABHD5 PLIN5 PPI: blocks binding of human ABHD5 to perilipin-5 | Q00G26+Q8WTS1 | Split G. princeps luciferase complementation, luminescence, 4 h | inhibition, % at 4 µM | 360,000 tested, 0.78% active;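 active = inhibition above the mean inhibition across every tested compound plus 3 SD, cut at about 22% in these data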;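 also: 0% = DMSO only wells and the 100% control is not disclosed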
TROY NFkB inh: TROY signaling inhibition; Q293 LMP1-TROYcd NF-kB luciferase reporter, 4 h; inhibition, % at 10 µM; 360,000 tested, 0.98% active;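 active = compounds whose plate-normalised and pattern-corrected inhibition of the luciferase reporter signal at the single screening dose is 50% or more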
* marks the source's active call; other numbers are inactive results; ? = inconclusive; · = not tested or not shown. Not all compounds are listed, so the mix of outcomes need not match the whole.

#	compound	TWEAK Fn14 block	COUP-TFII inh	LRH-1 inv ag	Granule exo inh	NOD2-RIPK2 inh	NCOA1 inh
1	Cc1onc(-c2ccccc2Cl)c1C(=O)OCc1nnc(-c2ccccc2)o1	0	4	-20	8	-1	-2
2	O=C(O)c1cccc(NS(=O)(=O)c2cccc3nsnc23)c1	10	-1	-9	-1	-3	5
3	COc1ccc(OC)c(-c2cc(C(F)(F)F)c3c(n2)sc2c(O)cc(=O)[nH]c23)c1	-16	6	4	0	-14	-7
4	O=C1CCCc2cc3c(ccc4ccccc43)cc21	-42	-35	-58	-3	-1	-46
5	O=C(COc1ccccc1Cl)N1CCN(c2ccc(F)cc2)CC1	-8	-10	-11	0	-6	3
6	CC(C)CCNC(=O)c1ccc2c(c1)ncn2C1CCCC1	-4	-6	1	0	1	11
7	Cc1ccc(C)c(NC(=S)NCc2ccc3c(c2)OCO3)c1	-7	5	4	-1	-9	5
8	C/C(=N\NC(N)=O)c1cccc(Cl)c1	5	-12	-36	3	0	12

#	TLR9-MyD88 block	NCOA3 inh	NCOA2 inhibitor	ABHD5 PLIN5 PPI	TROY NFkB inh
1	8	-16	-34	0	-18
2	-5	-7	-8	4	-7
3	6	-4	9	-5	10
4	-6	-40	-38	-3	-14
5	-10	2	-10	3	-31
6	-1	8	-30	-6	-47
7	-2	15	-10	0	-5
8	1	25	0	-3	5

(cont.)
#	compound	TWEAK Fn14 block	COUP-TFII inh	LRH-1 inv ag	Granule exo inh	NOD2-RIPK2 inh	NCOA1 inh
9	CCCC1C2C(=O)N(c3ccccc3OCC)C(=O)C2ON1c1ccccc1 (stereo unspecified)	1	-4	3	-1	-1	-8
10	NNC(=O)c1ccc(Cn2cc(Cl)cn2)o1	8	-15	-4	-10	1	-11
11	NC(=O)c1noc(C(=O)N(CC(=O)NC2CCCC2)Cc2ccc3c(c2)OCO3)c1N	-19	-4	-15	-1	-3	-2
12	C/C(=N\Nc1cccc(Cl)c1)c1ccncc1	-21	-8	-27	1	1	-59
13	O=C(c1ccccc1)[C@H]1CC=CC[C@H]1C(=O)O	-23	-2	5	-2	7	0
14	CCN(CC)CC(=O)NCC1(c2ccccc2)CCOCC1	-7	14	4	1	1	-4
15	COC(C(=O)Nc1cc([N+](=O)[O-])ccc1C)c1ccccc1 (stereo unspecified)	7	7	3	-1	-10	0
16	CC12CCC(=O)N1C(C(=O)Nc1ccccc1N1CCCCC1)CS2 (stereo unspecified)	4	-8	13	-2	-5	-5

#	TLR9-MyD88 block	NCOA3 inh	NCOA2 inhibitor	ABHD5 PLIN5 PPI	TROY NFkB inh
9	-2	14	-4	2	6
10	-3	0	-29	0	-5
11	-3	1	2	3	-12
12	-5	-15	-26	4	-27
13	6	0	-12	-2	14
14	1	12	-12	1	-2
15	8	10	2	-1	-1
16	14	11	1	-1	-14

Other records.
#	compound	TWEAK Fn14 block	COUP-TFII inh	LRH-1 inv ag	Granule exo inh	NOD2-RIPK2 inh	NCOA1 inh
17	O=C(NC1CC1)C1CCN(C2CCN(Cc3ccccc3C(F)(F)F)CC2)CC1	-3	-9	-7	11	-6	6
18	C[C@@H]1CN([C@@H](C)CO)C(=O)c2cccc(NC(=O)Nc3ccc(F)cc3)c2O[C@@H]1CN(C)Cc1ccc(Oc2ccccc2)cc1	-13	-9	-10	-3	3	-105
19	COc1ccc(S(=O)(=O)N2CCCCC2)cc1NC(=O)CCOc1cc(C)ccc1C	2	-8	-8	4	-1	6
20	Cn1cccc1/C=N/NC(=O)c1ccn[nH]1	-2	-41	-103	0	-2	-50
21	O=C(O)CCC(=O)N1CCN(S(=O)(=O)c2ccc3ccccc3c2)CC1	41	2	-11	-9	11	-12
22	C1=NN(c2ccccc2)C=NN1c1ccccc1	-39	-9	-6	-3	-7	-9
23	Cc1cc(C(=O)COC(=O)c2nc3nccc(C)n3n2)c(C)n1CC1CCCO1 (stereo unspecified)	-37	-5	-4	-1	3	-8
24	O=C(CC1C(=O)NCCN1Cc1ccc(Cl)c(F)c1)NCCc1cccnc1 (stereo unspecified)	0	8	15	-2	-6	3

#	TLR9-MyD88 block	NCOA3 inh	NCOA2 inhibitor	ABHD5 PLIN5 PPI	TROY NFkB inh
17	2	12	9	1	-2
18	1	10	-12	6	31
19	-9	9	1	7	-19
20	1	-30	-31	-5	-41
21	-2	0	-3	8	20
22	4	-41	-21	-7	-18
23	-7	25	-4	-5	-5
24	0	4	-11	3	1

(further entries)
#	compound	TWEAK Fn14 block	COUP-TFII inh	LRH-1 inv ag	Granule exo inh	NOD2-RIPK2 inh	NCOA1 inh
25	O=C(NNC(=O)C(c1ccccc1)c1ccccc1)c1ccccc1O	-15	12	13	0	-8	-12
26	O=C(CSc1nnc(-c2ccccc2O)n1-c1ccccc1)Nc1cccc(C(=O)O)c1	-1	14	14	-5	-7	-18
27	Cc1ccc(NC(=O)c2cnccn2)cc1S(=O)(=O)N(C)C	4	9	-7	-2	-1	13
28	CCC(=O)Nc1ccc(C(=O)Nc2ccc3c(c2)OCO3)cc1	-1	-5	4	4	4	-6
29	CCOc1ccc(OCc2ccc(C(=O)Nc3ccc(Cl)cn3)o2)cc1	1	-3	-4	2	-8	-15
30	COc1ccccc1NC(=O)CCn1cccc1	0	-1	12	1	-3	6
31	CC(=O)Nc1ccc(NC(=O)CSc2n[nH]c(-c3cccs3)n2)cc1	0	-19	15	-3	15	-8
32	COC(=O)c1c(NC(=O)/C=C/C(=O)O)sc(C)c1-c1ccc(C(C)C)cc1	43	7	13	1	-10	-17

#	TLR9-MyD88 block	NCOA3 inh	NCOA2 inhibitor	ABHD5 PLIN5 PPI	TROY NFkB inh
25	-2	-3	5	-2	9
26	-11	5	11	-5	-7
27	5	-1	7	-3	6
28	-7	1	-8	-5	-56
29	-2	-2	-1	-3	-13
30	-2	-2	3	-6	3
31	4	-10	0	-2	8
32	-7	-6	29	20	24

Part of the list above in order of molar mass, smallest number first.
#	compound	TWEAK Fn14 block	COUP-TFII inh	LRH-1 inv ag	Granule exo inh	NOD2-RIPK2 inh	NCOA1 inh
20	Cn1cccc1/C=N/NC(=O)c1ccn[nH]1	-2	-41	-103	0	-2	-50
6	CC(C)CCNC(=O)c1ccc2c(c1)ncn2C1CCCC1	-4	-6	1	0	1	11
14	CCN(CC)CC(=O)NCC1(c2ccccc2)CCOCC1	-7	14	4	1	1	-4
7	Cc1ccc(C)c(NC(=S)NCc2ccc3c(c2)OCO3)c1	-7	5	4	-1	-9	5
16	CC12CCC(=O)N1C(C(=O)Nc1ccccc1N1CCCCC1)CS2 (stereo unspecified)	4	-8	13	-2	-5	-5
31	CC(=O)Nc1ccc(NC(=O)CSc2n[nH]c(-c3cccs3)n2)cc1	0	-19	15	-3	15	-8
32	COC(=O)c1c(NC(=O)/C=C/C(=O)O)sc(C)c1-c1ccc(C(C)C)cc1	43	7	13	1	-10	-17
23	Cc1cc(C(=O)COC(=O)c2nc3nccc(C)n3n2)c(C)n1CC1CCCO1 (stereo unspecified)	-37	-5	-4	-1	3	-8

#	TLR9-MyD88 block	NCOA3 inh	NCOA2 inhibitor	ABHD5 PLIN5 PPI	TROY NFkB inh
20	1	-30	-31	-5	-41
6	-1	8	-30	-6	-47
14	1	12	-12	1	-2
7	-2	15	-10	0	-5
16	14	11	1	-1	-14
31	4	-10	0	-2	8
32	-7	-6	29	20	24
23	-7	25	-4	-5	-5

Next part
#	compound	TWEAK Fn14 block	COUP-TFII inh	LRH-1 inv ag	Granule exo inh	NOD2-RIPK2 inh	NCOA1 inh
33	COc1cccc(NC(=O)c2ccnc(N3CCC(C(=O)NCc4cc(OC)ccc4OC)CC3)c2)c1	17	·	-5	-1	2	-8
34	CC(C)NC(=O)N(C)C[C@H]1Oc2ccc(NS(=O)(=O)c3ccccc3)cc2C(=O)N([C@H](C)CO)C[C@@H]1C	-5	-3	12	1	3	-13
35	CCN(CC)C(=O)CSc1nc2c(c(-c3cccnc3)c1C#N)CCCC2	3	11	19	1	-8	-2
36	COc1ccc(N(CC(=O)NCc2ccccc2OC)S(=O)(=O)c2ccccc2)cc1	-26	6	12	75*	0	-3
37	CC(=O)c1ccc(S(=O)(=O)Nc2cccc(-c3ccc4nncn4n3)c2)cc1	5	0	-23	22	-10	6
38	CN(C)S(=O)(=O)c1ccc(S(=O)(=O)N(CC(=O)Nc2ccccc2)Cc2ccco2)cc1	-22	11	1	12	-4	-23
39	CCn1c(/N=C/c2ccc(OC)cc2O)nc2ccccc21	-4	-7	-18	-4	6	7
40	Cc1ccnc(NC(=O)CCC(=O)N(CC(=O)NCc2ccccc2)Cc2cccs2)c1	-10	2	-6	1	-13	-24

#	TLR9-MyD88 block	NCOA3 inh	NCOA2 inhibitor	ABHD5 PLIN5 PPI	TROY NFkB inh
33	-1	0	·	-5	6
34	0	-10	17	1	-4
35	-3	4	12	5	19
36	0	-12	8	1	-64
37	-7	7	-16	-12	2
38	4	17	4	-2	1
39	-12	7	-15	3	4
40	-9	9	15	3	9

(further entries)
#	compound	TWEAK Fn14 block	COUP-TFII inh	LRH-1 inv ag	Granule exo inh	NOD2-RIPK2 inh	NCOA1 inh
41	COc1ccc(NC(=O)C2=C(C)C(=O)OC23CCC(C)CC3)c(OC)c1 (stereo unspecified)	-5	10	10	2	-3	-26
42	O=C(O)c1cc2c(s1)CCCC2	-9	-12	-9	-2	7	-28
43	Cc1ccccc1Nc1nnc(SCC(=O)NCc2cccs2)s1	-10	10	-28	-10	-5	-22
44	O=C(COc1nnnc2ccccc12)N1CCCc2ccccc21	6	17	15	2	1	-7
45	CC(C)n1cnc2cc(NC(=O)c3ccco3)ccc21	19	-40	-121	?	2	-55
46	CN(CCC#N)C(=O)Cn1nc(Cc2ccncc2)c2ccccc2c1=O	-24	-6	5	24	0	2

#	TLR9-MyD88 block	NCOA3 inh	NCOA2 inhibitor	ABHD5 PLIN5 PPI	TROY NFkB inh
41	5	15	-30	-4	0
42	4	17	-1	3	-5
43	15	13	-23	-2	6
44	3	0	0	0	4
45	3	-83	-41	-3	-47
46	10	16	11	0	1
